APEX1 inh: APE1 (human) endonuclease inhibition. P27695. recombinant APE1, TAMRA/BHQ-2 abasic DNA cleavage fluorescence. Potency, µM (doses to about 65.8 µM), for inactives: at the highest dose activity change, negative = inhibition, hits mostly inhibitors. 350,000 compounds, 0.35% hits. AID 2517;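 further: potency means the concentration at half of the fitted maximal effect; plate controls were vehicle for no effect and reference inhibitor for full effect; nearly all actives have a fitted effect of over 55% in size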
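Kinetic fluorescence read (525 ex/598 em nm, three reads 60 s apart) of AP-site incision; signal = third minus first read. Enzyme 0.75 nM, dual-labelled THF duplex 50 nM, compound preincubation 15 min RT.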
Pol eta inh: blocks human DNA polymerase eta activity; Q9Y253; recombinant Pol eta, fluorescent DNA replication assay; Potency, µM (series often up to 114 µM), inactives show at the highest dose activity change, negative = inhibition, usual class: inhibitors; 390,000 compounds, 1.2% hits; further: potency means the concentration at half of the fitted maximal effect; on the % scale 0 is the no-effect control and ±100 the full control effect
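Fluorescent replication assay: 50 nM final substrate added after a 15 min room-temperature compound preincubation with 10 nM enzyme. Signal taken at 0 min and again at 10 min.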
GRP78 ERSR act: inducers of ER stress response in human glioma cells; U87-MG GRP78 promoter luciferase reporter, 16 h; Potency, µM, without a hit: top-dose activation, hits mostly activators; AID 602332; 420,000 compounds, 0.02% hits; further: potency means the concentration at half of the fitted maximal effect; series mostly up to about 76 µM; % of control where 0% means no effect; nearly all actives have a fitted effect of over 35% in size
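ERSR induction read as luciferase luminescence (Bright-Glo, 10 min at room temperature) in stably transfected human U87-MG glioma cells exposed to compounds for 16 h, using GRP78 as sensor.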
POLI inh: inhibitors of human DNA polymerase iota; Q9UNA4; Pol iota fluorescent replication assay, 10 min; Potency, µM (titrated, usually from 115 µM), inactives show at the highest dose activity, negative = inhibition, actives largely listed as inhibitors; 390,000 compounds, 1% hits; AID 588590; further: potency means the concentration at half of the fitted maximal effect
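Fluorescent replication assay read twice, at 0 min and 10 min after adding 50 nM (final) substrate. Enzyme (10 nM) and compounds were first incubated 15 min at room temperature; enzyme-free buffer wells were negative controls.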
BLM inh: Bloom syndrome helicase (human) inhibition; recombinant BLM DNA unwinding, fluorescence dequenching; Potency, µM (doses to about 56.1 µM), for the others: at the highest dose activity change, negative = inhibition, hits mostly inhibitors; 350,000 compounds, 0.2% hits; AID 2528; P54132;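 further: potency means the concentration at half of the fitted maximal effect; plate controls were vehicle for no effect and no enzyme for full effect; nearly all actives have a fitted effect of over 35% in size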
Pol beta inh: inhibitors of human DNA polymerase beta | P06746 | Pol beta primer extension/strand displacement, fluorescence kinetic | Potency, µM (doses to about 114 µM), for the others: at the top dose activity change, negative = inhibition, actives largely listed as inhibitors | 340,000 compounds, 1.3% hits; further: potency means the concentration at half of the fitted maximal effect; on the % scale 0 is the no-effect control and ±100 the full control effect
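Preincubation: enzyme (10 nM) with compound, 15 min, RT. Reaction: substrate added to 50 nM final. Reads: 0 and 10 min. Analysis: normalized, Hill fit.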
Pol kappa inh: DNA polymerase kappa (human) inhibition; Potency, µM (titrated, usually from 107 µM), inactives show at the top dose activity, negative = inhibition, usual class: inhibitors; Q9UBT6; AID 588579; purified Pol kappa, fluorescent DNA synthesis assay, 10 min; 400,000 compounds, 0.53% hits; further: potency means the concentration at half of the fitted maximal effect; on the % scale 0 is the no-effect control and ±100 the full control effect
Target sequence (Q9UBT6 whole entry, looked up): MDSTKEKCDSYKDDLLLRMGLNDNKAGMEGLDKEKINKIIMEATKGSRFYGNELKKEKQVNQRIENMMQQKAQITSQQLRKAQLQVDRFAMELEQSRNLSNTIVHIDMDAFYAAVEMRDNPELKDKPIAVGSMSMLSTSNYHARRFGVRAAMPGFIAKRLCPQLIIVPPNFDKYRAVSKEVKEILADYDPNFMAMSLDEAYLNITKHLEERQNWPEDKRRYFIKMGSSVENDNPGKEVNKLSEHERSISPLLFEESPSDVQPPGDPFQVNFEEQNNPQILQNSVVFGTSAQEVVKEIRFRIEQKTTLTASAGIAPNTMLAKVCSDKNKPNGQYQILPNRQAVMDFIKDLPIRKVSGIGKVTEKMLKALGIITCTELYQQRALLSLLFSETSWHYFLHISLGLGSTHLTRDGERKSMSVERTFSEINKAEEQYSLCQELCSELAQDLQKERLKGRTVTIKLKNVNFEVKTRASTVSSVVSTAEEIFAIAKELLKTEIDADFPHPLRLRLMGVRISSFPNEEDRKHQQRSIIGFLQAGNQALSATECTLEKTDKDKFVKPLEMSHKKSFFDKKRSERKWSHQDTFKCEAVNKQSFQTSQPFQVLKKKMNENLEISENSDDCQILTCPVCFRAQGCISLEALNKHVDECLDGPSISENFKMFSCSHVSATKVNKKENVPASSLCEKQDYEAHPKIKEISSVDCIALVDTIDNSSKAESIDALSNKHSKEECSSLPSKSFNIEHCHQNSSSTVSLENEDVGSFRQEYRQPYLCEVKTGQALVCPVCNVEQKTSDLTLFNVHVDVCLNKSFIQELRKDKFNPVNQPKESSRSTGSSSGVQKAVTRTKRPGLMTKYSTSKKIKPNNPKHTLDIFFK
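10 nM Pol kappa preincubated 15 min at room temperature with compounds, then reaction started with substrate at 50 nM final. Fluorescence read kinetically at 0 and 10 min; buffer-only wells served as negative control.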
LDHA inh: blocks human lactate dehydrogenase A; 480,000 compounds, 0.15% hits; purified LDHA, NADH/diaphorase-resazurin fluorescence; active compounds read low; P00338; activity change, % (values are at about 110 or 230 µM); in the data active means activity change below about -30%; inconclusive means mostly about -25% to -30%;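 further: plate controls were DMSO wells for no effect and wells without enzyme for full effect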
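Resorufin fluorescence (ex540/em590), read at 0 and 20 min after diaphorase/resazurin addition, reports the NADH left after a 5 min room-temperature reaction of 2 nM human LDH5 with 0.06 mM NADH and 0.2 mM pyruvate.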
Anesthetic bind: candidate novel general anesthetic via apoferritin binding; 350,000 compounds, 0.074% hits; apoferritin/1-aminoanthracene competitive binding, fluorescence; Potency, µM (titrated, usually from 77.5 µM), inactives show at the highest dose activity change, negative = displacement, hits mostly inhibitors; further: potency means the concentration at half of the fitted maximal effect; on the % scale 0 is the no-effect control and ±100 the full control effect; nearly all actives have a fitted effect of over 20% in size
Target sequence (P02791 2-175 limits assumed): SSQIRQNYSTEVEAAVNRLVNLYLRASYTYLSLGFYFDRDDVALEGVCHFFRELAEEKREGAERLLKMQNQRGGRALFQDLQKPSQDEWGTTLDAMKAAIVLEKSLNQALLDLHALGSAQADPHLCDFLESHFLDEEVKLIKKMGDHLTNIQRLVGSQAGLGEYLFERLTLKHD
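Apoferritin-based anesthetic binding model; compound displacement of fluorescent 1-AMA measured as endpoint fluorescence after 10 minutes at room temperature, scaled to free-ligand and complex controls.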
Numbers without * were called inactive; u = inconclusive; x = not tested or not shown; [ ] = remark or other dose. Unless noted, the call rests on the fitted dose curve; in most records, active means well fitted curve in the direction sought with a large enough effect; inconclusive means small, poorly fitted or top-dose-only effect, or another doubt; inactive means no such curve, though single readings can be large; an effect the other way counts as inactive or inconclusive. This is a subset; count on the stated rates, not on these rows.

| SMILES | APEX1 inh | Pol eta inh | GRP78 ERSR act | POLI inh | BLM inh | Pol beta inh | Pol kappa inh | LDHA inh | Anesthetic bind |
| --- | --- | --- | --- | --- | --- | --- | --- | --- | --- |
| COc1ccccc1NC(=O)c1cc([N+](=O)[O-])ccc1N1CCOCC1 | 25% | -13% | 0% | 22% | -1% | 54% | 1% | -6 | -21% |
| Cc1ccc([N+](=O)[O-])cc1S(=O)(=O)Nc1ccccn1 | 19% | -26% | -4% | 7% | -5% | 9% | -5% | -1 | -3% |
| CCn1c(C)c(C(C)=O)c(N2CCN(C(=O)c3ccco3)CC2)nc1=S | -6% | -4% | -2% | u | -4% | 1% | -2% | 2 | -3% |
| Cc1ccc(N2C(=O)CSCC2=O)cc1 | -15% | -19% | 0% | 21% | 0% | 17% | -6% | -2 | -2% |
| O=C(Cc1ccccc1F)N1CCC(c2nc3c(nnn3Cc3ccc(F)cc3)c(=O)[nH]2)CC1 | x | -19% | -4% | 22% | 2% | 0% | -9% | -1 | -13% |
| CCOC(=O)c1ccccc1NC(=O)CSc1nnnn1C1CCCCC1 | -6% | -6% | -3% | 3% | 1% | 0% | -3% | 2 | -8% |
| O=C(Nc1ccccc1)N(Cc1ccccc1)C1=NCCS1 | 4% | -15% | 2% | 9% | -2% | 28% | -24% | -3 | -11% |
| C[C@H](CO)N1C[C@H](C)[C@@H](CN(C)C(=O)Nc2ccccc2)Oc2ccc(NC(=O)Cc3ccccc3)cc2C1=O | -7% | -22% | -3% | 14% | x | x | -9% | 1 | x |
| Cc1ccc(S(=O)(=O)C2(C(=O)N3CCN(C4CCCCC4)CC3)CC2)cc1 | 18% | -8% | -4% | -7% | 6% | 9% | -2% | 1 | 1% |
| O=C(C1CCC1)N1CCc2cc(S(=O)(=O)NCc3ccccn3)ccc21 | 2% | -2% | -2% | 10% | 0% | u | -1%[60.1 µM] | 1 | -14% |
| Cc1ccc(S(=O)(=O)n2nc(C)cc2C)cc1 | -2% | -15% | -5% | -7% | 1% | 26% | 16% | -1 | -9% |
| Cc1cc(C)c2c(C)c(C(=O)N3CCC(c4nc5ccccc5s4)CC3)oc2c1 | x | -21% | 1% | 3% | -13% | 2% | 4% | 0 | 60%[activator] |
| CCN1CCN(CCNC(=O)C2CCCN(Cc3nc(-c4cccc(Cl)c4)oc3C)C2)CC1 (centres undefined) | 3% | -10% | -2% | 4% | 3% | 0% | 7% | 1 | -8% |
| CCOC(=O)C(NC(C)=O)(N1CCc2ccccc2C1)C(F)(F)F (centres undefined) | 0% | -15% | -4% | -42% | 0% | 43% | -18% | -13 | -11% |
| COC(=O)C1=C(C)NC(C)=C(C(=O)OC)C1c1ccccc1OCc1c(C)no[n+]1[O-] | 1% | -8% | -1% | -16% | -8% | 2% | -19% | 3 | -23% |
| CN(C)Cc1ccccc1-c1cc(NCc2cccs2)ncn1 | 0% | x | -6% | x | -5% | x | -1%[60.1 µM] | x | x |
| Cc1ccnc2nc(C(=O)Nc3nccs3)nn12 | 3% | -10% | 4% | 4% | -1% | 31% | -4% | 8 | -5% |
| CC1CCCCC12NC(=O)N(CC(=O)Nc1ccccc1-c1ccccc1)C2=O (centres undefined) | 28% | -9% | -6% | 73%[activator] | -2% | -1% | 1% | -8 | -7% |
| O=C(CCC1CCCCC1)NCCN1C2=NC[C@@H](Cc3ccccc3)N2C[C@H]1Cc1ccc(O)cc1 | 0% | -12% | -5% | -23% | 3% | 3% | -7% | -3 | u |
| N#Cc1c2n(c3c(=S)nc[nH]c13)CCCCC2 | -7% | 0% | -6% | 9% | 2% | 3% | -6% | -2 | -16% |
| COc1ccc(S(=O)(=O)Nc2ccc(C(F)(F)F)cc2)cc1OC | u | -3% | -9% | 13% | -10% | -21% | -14% | -7 | -6% |
| COc1ccc(S(=O)(=O)Nc2ccccc2SC)cc1C | 0% | -14% | -4% | -7% | -13% | -19% | -5% | 1 | -17% |
| COc1ccc(NC2CCCN(C(=O)c3c(C)noc3C)C2)cc1 (centres undefined) | 0% | -4% | -1% | 29% | -5% | 26% | -4% | 6 | 3% |
| Cc1ccc(OCC(=O)N/N=C/c2cn(Cc3ccccc3)c3ccccc23)cc1 | -2% | -18% | -2% | 4% | -6% | 7% | -9% | -18 | -9% |
| CC1CCCC(NC(=S)NC(=O)c2cncc(Br)c2)C1C (centres undefined) | 6% | -2% | -3% | 22% | -12% | 4% | -2% | -8 | -20% |
| COc1ccc(-c2nn3c(-c4ccccc4C)nnc3c3ccccc23)cc1 | x | -24% | -8% | 8% | -3% | 6% | 5% | -3 | u |
| Cc1ccc(S(=O)(=O)N(C)c2ccc(OCC(=O)OCc3ccc(C#N)cc3)cc2)cc1 | -13% | 3% | -5% | -8% | x | x | -5% | -5 | x |
| Cc1ccc(Nc2ccc([N+](=O)[O-])cn2)cc1Cl | -10% | -6% | 1% | 117%[activator] | -5% | 14% | -4% | -6 | u |
| Cc1ccc(CC(=O)NCc2ccc(Cl)cc2)cc1 | -5% | -20% | -1% | -1% | -3% | -1% | -6% | -1 | -5% |
| CCOC(=O)c1c(NC(=O)COC(=O)c2ccncc2)sc(C)c1C | -2% | -4% | -1% | 60%[activator] | -5% | 7% | -11% | -10 | -12% |

Next structures.
| SMILES | APEX1 inh | Pol eta inh | GRP78 ERSR act | POLI inh | BLM inh | Pol beta inh | Pol kappa inh | LDHA inh | Anesthetic bind |
| --- | --- | --- | --- | --- | --- | --- | --- | --- | --- |
| CCOc1ccc2c(c1)c(=O)c(C(=O)c1ccc(CC)cc1)cn2CC(=O)Nc1ccccc1OC | x | -11% | -3% | 28% | -12% | 26% | -6% | -8 | -7% |
| Cc1ccc(NC(=O)C(Cc2ccccc2)n2cccc2)c(C)c1 (centres undefined) | x | -22% | 0% | 23% | -6% | -1% | -15% | -4 | -8% |
| CCSc1ccc2cc(OC)ccc2[n+]1CC | 23% | -25% | -7% | 57%[activator] | -4% | 12% | -1% | -9 | -11% |
| CCOC(=O)C(=O)c1c(-c2ccc(C)cc2)nc2ccccn12 | 12% | -12% | 1% | 9% | -12% | -16% | 8% | -1 | -12% |
| CC(C)(C)NC(=O)Nc1ccc(Br)cc1 | -1% | 6% | 2% | -1% | -7% | 1% | 4%[60.1 µM] | 2 | -7% |
| COc1ccc(C(=O)NNC2=C(C(=O)C(F)(F)F)CCC2)cc1 | 8% | -4% | 1% | -2% | -2% | 11% | -9% | -1 | 4% |
| CC1CC(C)CN(C(=O)c2cccc(S(=O)(=O)N3c4ccccc4CC3C)c2)C1 (centres undefined) | -13% | -20% | -6% | 33%[activator] | x | x | -8% | -1 | x |
| CSCCC(NC(=O)c1cccc(C)c1)C(=O)NNC(=O)c1cccs1 (centres undefined) | 16% | 2% | 2% | -13% | x | x | -2% | -6 | x |
| COC(=O)[C@@H](Cc1c[nH]c2ccccc12)NC(=O)c1cc(=O)[nH]c2ccccc12 | -6% | -18% | -1% | 34%[activator] | -7% | -6% | 6% | -15 | 1% |
| CC1CCCCN1C(=O)COC(=O)c1cc(-c2cccs2)nn1-c1ccccc1 (centres undefined) | 16% | -25% | -2% | 33%[activator] | x | x | -5% | -8 | x |
| O=C(NC1CCCC1)C(c1cccnc1)N(C(=O)c1csnn1)C1CCCC1 (centres undefined) | -3% | -4% | -2% | 10% | 1% | -21% | -8% | -12 | -2% |
| COc1cccc(NC(=O)CSc2nnc(NC(=O)NC3CCCCC3)s2)c1 | x | -11% | 2% | 11% | -3% | 3% | -7%[60.1 µM] | 0 | u |
| Cc1ccc(Oc2ccccc2/C=N/O)cc1 | -2% | -18% | -5% | -5% | -11% | -23% | -16% | -6 | -20% |
| CC(C)(C)C(=O)N1CCC[C@@]1(CO)C(=O)O | -1% | -20% | -1% | 19% | 0% | 2% | -4% | -7 | -11% |
| Cc1cccn2c(=O)c3cc(C(=O)NCCN4CCOCC4)c(=N)n(CCN4CCOCC4)c3nc12 | -2% | -6% | -9% | 10% | 51%[activator] | 15% | -5% | 3 | 13% |
| O=C(Cc1cccc2ccccc12)N/N=C/c1ccc(OC(=O)/C=C/c2ccco2)cc1 | u | u | -4% | u | -8% | 10µM* | u | -4 | 0% |
| Cc1ccc(S(=O)(=O)c2c(C)cc(C)nc2N2CCOCC2)cc1 | -1% | -15% | -2% | 54%[activator] | 2% | 4% | 5% | -1 | 1% |
| O=C(NC1CCCCCC1)C1CCN(S(=O)(=O)c2c(Cl)cccc2Cl)CC1 | 28% | -18% | -4% | 22% | x | x | -24% | -7 | x |
| CC1=C(C)CC(c2ccccc2)C(C(=O)c2ccccc2O)C1 (centres undefined) | u | x | -3% | x | 0%[12.4 µM] | x | x | x | -1%[15.3 µM] |
| O=[N+]([O-])c1cccc(S(=O)(=O)NCc2ccccn2)c1 | 13% | -10% | -2% | 14% | -4% | 56% | 2% | -1 | -10% |
| COc1ccc(-n2nnnc2SCC(=O)N2CCN(C(=O)c3ccco3)CC2)cc1OC | -1% | -5% | -4% | 9% | -2% | 1% | -7% | -6 | -4% |
| Cc1cccc2nc(CSc3nnc(N)s3)cn12 | 28% | 3% | 3% | 82%[activator] | 0% | 18% | -14% | -1 | -5% |
| Cc1noc(NS(=O)(=O)c2ccc(NC(=O)c3cc(F)c(F)c(F)c3F)cc2)c1C | 7% | -8% | -5% | 136%[activator] | x | x | -3% | -1 | x |
| O=c1oc2cc(OCc3ccc(F)cc3F)ccc2cc1-c1ccccn1 | -3% | -17% | 9% | 25% | -2% | -3% | -5% | -1 | 7% |
| CC(C)(C)N1CC(c2nc3ccccc3n2Cc2ccc(F)cc2)CC1=O (centres undefined) | -7% | -1% | -2% | 35%[activator] | 1% | 8% | -9% | -2 | -15% |
| CC1CCN(C(=O)/C(=C\c2ccco2)NC(=O)c2ccccc2)CC1 | 52%[activator] | -18% | -1% | 15% | 0% | -17% | -2% | 6 | -7% |

Reformatted: two of the compounds above
Values in the order: APEX1 inh | Pol eta inh | GRP78 ERSR act | POLI inh | BLM inh | Pol beta inh | Pol kappa inh | LDHA inh | Anesthetic bind
> CC1=C(C)CC(c2ccccc2)C(C(=O)c2ccccc2O)C1 (centres undefined)
→ u | x | -3% | x | 0%[12.4 µM] | x | x | x | -1%[15.3 µM]
> CSCCC(NC(=O)c1cccc(C)c1)C(=O)NNC(=O)c1cccs1 (centres undefined)
→ 16% | 2% | 2% | -13% | x | x | -2% | -6 | x
